697 NFkB inh: lowers PMA/ionomycin-induced NF-kB signal in 697 B cells | 697 B-cell NF-kB luciferase reporter, 16 h | inhibition, % at 4 µM | 330,000 tested, 0.33% active | AID 435022; in the data active = inhibition above about 35%
CCR6 antag: CCR6 (human) receptor antagonism. inhibition, % at 20 µM. AID 493098. CHO-K1 CCR6 PathHunter beta-arrestin, luminescence, CCL20-stimulated. 340,000 tested, 0.49% active;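 active = compounds whose inhibition of the agonist-driven luminescence signal at 20 µM reaches about 50%, limit read from the data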;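 also: cells stimulated with CCL20 at 14 nM final; plate controls were DMSO with CCL20 for no effect and DMSO without agonist for full effect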
Jurkat NFkB inh: inhibitors of the PMA/ionomycin-induced NF-kB reporter in Jurkat cells. PMA/ionomycin-induced NF-kB luciferase reporter, luminescence. inhibition, % at 4 µM. 330,000 tested, 0.53% active; in the data active = inhibition above about 50%
Gli-Sufu block: Gli-Sufu pathway antagonism. Sufu-KO-LIGHT fibroblasts, Gli luciferase reporter luminescence. inhibition, % at 5 µM. 340,000 tested, 0.74% active. AID 588413;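 active = inhibition above about 55%, limit read from the data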;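 also: 0% = DMSO-treated cells and 100% = wells with medium but no cells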
CHOP UPR activ: apoptotic UPR (CHOP) activation; activation, % at 10 µM; 330,000 tested, 0.34% active; AID 449763; CHO-CHOP luciferase reporter, luminescence; percent of tunicamycin response over DMSO baseline;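 active = at 10 µM dose, activation of 40% or more, normalized to positive control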;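 also: 100% = tunicamycin at 10 µg/mL and 0% = DMSO alone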
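assay system = CHO CHOP reporter cells | amount = 500 CHO-CHOP cells per well | buffer or medium = F12 with 10% FBS | incubation = 16-18 h cell attachment, then 6 h compound exposure, 37 °C | detection = luminescence read with Steady-Glo | read-out = percent activation relative to tunicamycin control | controls = tunicamycin high control, DMSO low control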
EBI2 block: blocks human EBI2 receptor beta-arrestin signaling. AID 651636. 360,000 tested, 0.81% active. inhibition, % at 5 µM. EBI2 beta-arrestin recruitment, luminescence, 7a,25-OHC stimulated. P32249; in the data active = inhibition above about 38%;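 also: enzyme fragment complementation signal reports receptor beta-arrestin coupling in cells; 0% = agonist plus DMSO wells and 100% = wells without agonist; some results beyond the cut were filed as inactive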
Target sequence (P32249 whole entry, looked up, the tested form may be a part): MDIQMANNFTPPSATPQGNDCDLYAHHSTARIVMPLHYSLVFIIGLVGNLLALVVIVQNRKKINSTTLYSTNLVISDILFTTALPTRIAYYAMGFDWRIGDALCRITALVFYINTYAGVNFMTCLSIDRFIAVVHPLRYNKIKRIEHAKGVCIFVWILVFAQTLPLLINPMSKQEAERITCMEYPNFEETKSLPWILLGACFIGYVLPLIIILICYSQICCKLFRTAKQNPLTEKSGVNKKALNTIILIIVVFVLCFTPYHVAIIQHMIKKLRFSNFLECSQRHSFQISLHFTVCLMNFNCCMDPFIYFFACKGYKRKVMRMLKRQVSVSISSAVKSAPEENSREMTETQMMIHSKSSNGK
CXCR6 inh: CXCR6 (human) receptor inhibition; O00574; CHO-K1 PathHunter CXCR6 beta-arrestin, luminescence; inhibition, % at 20 µM; 360,000 tested, 0.36% active; in the data active = inhibition above about 34%, passing the limit was not always enough;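 also: antagonist mode with CXCL16 agonist at 10 nM final; 0% = 10 nM CXCL16 with DMSO and 100% = unstimulated wells without agonist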
Target sequence (O00574 whole entry, looked up): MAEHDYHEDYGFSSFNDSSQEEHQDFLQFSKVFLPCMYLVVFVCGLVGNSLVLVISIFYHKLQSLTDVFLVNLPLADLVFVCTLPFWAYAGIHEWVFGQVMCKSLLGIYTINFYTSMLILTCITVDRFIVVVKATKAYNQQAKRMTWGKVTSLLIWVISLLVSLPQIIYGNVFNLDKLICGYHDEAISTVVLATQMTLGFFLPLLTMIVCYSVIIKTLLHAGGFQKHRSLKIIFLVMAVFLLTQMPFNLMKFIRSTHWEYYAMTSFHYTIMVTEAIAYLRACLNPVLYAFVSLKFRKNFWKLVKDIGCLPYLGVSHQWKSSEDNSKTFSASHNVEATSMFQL
Mdm2-MdmX inh: inhibitors of human Mdm2/MdmX interaction; O15151+Q00987; SaOS-2 split-luciferase Mdm2/MdmX complementation, luminescence; inhibition, % at 8 µM; 330,000 tested, 3% active; AID 485346;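 active = inhibition of at least 50% at 8 µM in the primary screen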
XBP1 UPR activ: adaptive UPR (XBP1) activation | CHO-XBP1 luciferase reporter, IRE1-XBP1 UPR activation, luminescence; percent of tunicamycin response, DMSO as zero | activation, % at 20 µM | 330,000 tested, 0.33% active;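 active = versus positive control, 20 µM dose yields 30% or more activation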;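 also: 100% = tunicamycin at 10 µg/mL and 0% = DMSO only wells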
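Material: IRE1-XBP1 luciferase reporter CHO line / Quantity: one thousand reporter cells per well / Buffer or medium: F12 with 10% serum / Compound: 20 µM single concentration, DMSO 1% / Times: 6 h treatment, 37 °C / Detection: Steady-Glo luciferase glow luminescence, 10 min after reagent addition / Benchmarks: tunicamycin high, DMSO low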
Starred values were filed as active, the others as inactive; · = no result given. Not a hit list. About 5% of those tested had a hit in this group.

SMILES	697 NFkB inh	CCR6 antag	Jurkat NFkB inh	Gli-Sufu block	CHOP UPR activ	EBI2 block	CXCR6 inh	Mdm2-MdmX inh	XBP1 UPR activ
O=S(=O)(c1ccc(NC(=S)Nc2ccc(OC(F)F)cc2)cc1)N1CCOCC1	8	12	-24	-11	4.0	49*	6	4	-2
COC(=O)c1sc(-c2ccc(Cl)cc2)cc1NC(=O)CSCC(=O)O	-25	9	-7	2	0.3	-4	7	-6	-2
O=C(Nc1ccccc1C(=O)NCc1cccnc1)c1ccccc1F	4	-1	-12	8	-0.4	6	0	-12	-4
Cc1cc(-c2nnc(CCC(=O)N(CC3CC3)CC3CCCO3)o2)no1 (configuration not stated)	-12	2	-10	1	1.4	-7	-6	10	-2
CC1(C)CC(=O)c2sc(NC(=O)CN3CCCCC3)nc2C1	19	-9	-6	9	-1.2	-16	-4	9	-3
O=C(Cc1ccc(O)cc1)NC1CCCCCC1	-69	-3	-79	-33	4.7	3	11	-33	3
COCCNC(=O)CN1CCCCCC1	5	5	-3	2	1.9	9	3	-30	-2
CC(Cc1cccnc1)NC(=O)c1ccccc1OC1CCN(S(C)(=O)=O)CC1 (configuration not stated)	1	25	-14	-1	-0.5	5	-6	10	-2
CC(C)c1ccc(NC(=O)COC(=O)/C=C/c2cccc([N+](=O)[O-])c2)cc1	-10	4	3	-7	-1.6	-12	3	-14	-3
C/C(=N\NC(=O)c1ccc(Cn2cc([N+](=O)[O-])cn2)o1)c1cccc(NC(=O)C(C)C)c1	-7	-4	14	4	4.2	5	-4	-3	-2
Cc1ccc[n+](/C(C(=S)NCc2ccco2)=C(/[O-])c2ccccc2Cl)c1	-7	0	-1	8	-3.1	-1	-7	6	-1
O=C(NCc1ccccc1)c1ccc(Oc2ccc(C(=O)NCc3ccccc3)cc2)cc1	9	-7	43	7	-2.6	47*	-2	40	-4
CCc1ccc(/C(C)=N/NC(=O)c2ccccn2)cc1	-14	6	-6	-16	2.5	2	-2	-23	-2
Cc1coc2c(C)c3oc(=O)c(CCC(=O)N(C)CC(=O)O)c(C)c3cc12	22	2	-11	5	1.2	-7	3	0	1
CCC(O)C(C)(C)C (configuration not stated)	15	3	8	-5	2.9	2	-3	-26	-1
Cc1ccc(C(C(=O)NC2CCCCC2)N(Cc2ccccc2)C(=O)Cc2c[nH]c3ccccc23)o1 (configuration not stated)	-16	14	1	6	1.6	12	3	9	2
O=c1cc(NCCO)c2ccccc2o1	15	-10	12	-34	-1.7	-5	2	-14	-5
c1cncc(C(c2nnnn2C2CCCC2)N2CCN(Cc3ccc4c(c3)OCO4)CC2)c1 (configuration not stated)	0	1	0	0	-1.3	-9	12	16	1
Cc1ccc(Nc2nnc(C)c3ccccc23)c(C)c1	12	1	9	-3	1.7	7	-6	-14	0
Cc1cc(NS(=O)(=O)c2ccc(NC(=O)c3ccoc3C)cc2)nc(C)n1	·	15	·	23	·	0	6	·	·
Cc1cc(-c2ccc(S(=O)(=O)N3CCN(c4cccc(C(F)(F)F)c4)CC3)s2)on1	-8	44	-13	10	-1.4	13	-2	17	-3
Cc1cccc2c1NC(=O)C2=Nc1ccc(Cl)cc1	15	76*	18	8	1.2	9	32	4	1
Cc1c(CCC(=O)O)c(=O)oc2cc(O)ccc12	19	6	-3	0	2.6	-21	2	-4	1
CC(=O)Nc1nc2ccccc2n1CCN1CCOCC1	11	4	-1	-4	0.5	-6	4	11	0
CCn1c(SCC(=O)NCCc2ccc(F)cc2)nnc1-c1cccs1	6	-23	6	-2	-0.5	22	6	10	-1
Cc1cccn2cc(-c3cccc(S(=O)(=O)N4CCCCC4)c3)nc12	-15	5	-10	0	1.4	0	-10	-4	0
Nc1nnc(SCC(=O)NC2CCCCC2)s1	-7	12	9	6	-0.1	-14	-2	13	-1
CC1=[N+](C)N(c2ccccc2)C(=O)C1N=C/C=C/c1ccccc1 (configuration not stated)	-12	-1	-18	0	4.1	-3	-2	14	0
O=C(NNC(=O)c1ccc(O)c(Cl)c1)c1cccc(S(=O)(=O)N2CCOCC2)c1	4	9	7	5	-1.2	-2	-6	7	-2
CCOc1ccccc1N1CCN(c2nc(N)c(C#N)c(CC#N)c2C#N)CC1	-10	1	0	-4	-2.1	13	-4	10	6
COc1cc(NC(=O)c2cccs2)c(OC)cc1NC(=O)CCC(=O)Nc1cccc2ncccc12	-6	-3	11	4	0.1	0	4	12	1
Cc1ccc(S(=O)(=O)N(CC(O)CN2C(=O)NC(C)(C)C2=O)c2ccccc2)cc1 (configuration not stated)	6	7	0	4	2.4	9	-4	17	-2
Cc1ccc(-c2c[n+]3c(n2-c2ccccc2)SCC3)cc1	39*	11	34	84*	-0.5	1	4	32	-1
O=C(Cn1cnc2c(cnn2-c2ccccc2)c1=O)N1CCCc2ccccc21	6	21	4	10	2.6	1	-7	17	-1
Cc1ccccc1NC(=O)c1cccc(N2C(=O)C3C4CCC(C4)C3C2=O)c1 (configuration not stated)	-9	-2	7	-41	2.6	2	-1	-34	1
COc1cc(SC)ccc1C(=O)Nc1cccc(S(=O)(=O)NC2=NCCC2)c1	-3	11	-4	3	0.3	11	1	12	2
O=C(NCC1CCCO1)C1CCN(CC2CCCCC2)CC1 (configuration not stated)	13	20	-4	8	-1.3	3	-28	11	-4
CC(C)(C)NC(=O)C1CC(=O)OC12CCOC(C)(C)C2 (configuration not stated)	17	-11	-11	0	0.2	-11	-9	-21	-2
C[C@@H]1O[C@@H](O[C@H]2[C@H](O)[C@@H](O)[C@H](Oc3c(-c4ccc(O)cc4)oc4cc(O)cc(O)c4c3=O)O[C@@H]2CO)[C@H](O)[C@H](O)[C@H]1O	-6	9	4	-5	0.1	-13	-2	-6	0
CC(OC(=O)c1cc[n+]([O-])cc1)C(=O)Nc1ccc(Cl)cn1 (configuration not stated)	15	-5	1	-18	-1.5	-2	-2	2	-1
O=C(CSc1nnc(CNC(=O)c2c(F)cccc2F)o1)NCc1ccc(F)cc1	-13	0	-9	1	0.1	-3	-2	8	0
COc1ccc2c(c1OC)C(=O)OC2Nc1nc(-c2cc3ccccc3oc2=O)cs1 (configuration not stated)	-133	17	-117	-105	2.3	9	-4	-172	-2
COc1cccc(NS(=O)(=O)c2ccc3[nH]cc(C(=O)NCCC(C)C)c(=O)c3c2)c1	-30	7	-12	1	-3.9	-3	-11	23	-8
N#Cc1nc(-c2cccc3ccccc23)oc1NCC1CCCO1 (configuration not stated)	-34	4	-29	-19	6.6	-2	-6	-40	8
Cc1cc(C)cc(OCC(=O)NNC(=O)CCN2C(=O)c3ccccc3C2=O)c1	15	11	-1	·	-0.2	3	-13	17	2
C/C(=N\NC(=O)c1ccccc1)c1ccccc1F	-69	8	-78	-35	-0.8	-12	-5	-68	-2
C[C@H]1CN([C@@H](C)CO)C(=O)c2cccc(NC(=O)C3CC3)c2O[C@H]1CN(C)S(=O)(=O)c1cccs1	-2	9	0	5	-0.1	-3	9	15	0
CCC1=Nc2cc(C(=O)NCC3CCCO3)ccc2Sc2ccc(Br)cc21 (configuration not stated)	-16	8	45	-5	-0.3	1	3	43	-2
CC(=O)Nc1ccccc1NC(=O)C/C(C)=N/NC(=O)C(=O)Nc1cccc(Cl)c1C	11	18	3	-5	0.0	7	-5	0	0
COc1cc(C(=O)Nc2ccccc2C(=O)Nc2ccccn2)cc(OC)c1OC	-8	5	36	1	-0.2	-15	-9	63*	1
O=C(NCc1ccc2c(c1)OCO2)c1ccc(CS(=O)(=O)c2cccc(C(F)(F)F)c2)o1	-18	5	-6	15	0.0	5	0	22	0
Cn1cccc1/C=C1\SC(=S)N(NC(=O)c2ccc(F)cc2)C1=O	6	26	-20	-1	-1.2	5	17	-1	0
COc1ccc(Cn2nnnc2C(c2cccs2)N2CCCCCC2)cc1 (configuration not stated)	-7	8	5	7	1.9	8	1	-18	-1
Cc1cc(=O)oc2cc(OCC(O)CN3CCc4ccccc4C3)ccc12 (configuration not stated)	14	4	-5	95*	-0.1	12	-4	17	-9
O=C(Cc1ccc(S(=O)(=O)N2CCOCC2)s1)Nc1ccccc1Br	-25	-2	-10	1	-1.5	8	-12	66*	-1
S=c1[nH]nc(C2CCCCC2)n1/N=C/c1c(Cl)cccc1Cl	2	12	0	8	-2.8	2	10	14	-7
O=C(O)c1cc(-c2ccc(/C=N/Nc3ccc([N+](=O)[O-])cn3)o2)ccc1Cl	·	51*	·	-1	·	4	24	·	·
CCN(CC)CCN(C(=O)c1ccc(N2C(=O)CCC2=O)cc1)c1nc2cc3c(cc2s1)OCCO3	-10	9	-29	-9	0.9	-1	-6	-1	2
O=C(CSc1nc2ccccc2c(=O)n1-c1ccccc1F)NC1CCS(=O)(=O)C1 (configuration not stated)	20	4	8	-4	0.4	-1	-4	-3	0
CCOC(=O)c1cnn(CCOC(=O)C2CC2)c1NC(=O)C1CC1	1	-8	3	0	0.4	-11	-6	10	0
(cont.)
SMILES	697 NFkB inh	CCR6 antag	Jurkat NFkB inh	Gli-Sufu block	CHOP UPR activ	EBI2 block	CXCR6 inh	Mdm2-MdmX inh	XBP1 UPR activ
O=C(CSc1nncn1-c1cccnc1)Nc1ccccc1C(F)(F)F	-3	-14	-1	15	0.5	-16	7	12	3
O=C(N/N=C/c1cc([N+](=O)[O-])ccc1Cl)c1cc(-c2ccccc2)nc2ccccc12	-4	0	4	3	-0.9	-14	-3	32	-3
CN(CCO)c1ccc(-c2nn(C)c(=O)c3ccccc23)cc1[N+](=O)[O-]	21	6	-12	4	-1.5	-5	4	46	-1
COC(=O)c1ccccc1NC(=O)N1CCCC1	17	0	2	2	-1.8	-2	10	19	-1
CCOC(=O)[C@H]1[C@H]2COc3ccccc3[C@@H]2N2C(=O)[C@@H](CO)NC(=O)[C@@]12C	13	-1	9	-5	0.0	3	6	2	-1
Cc1nc(Nc2ccc(Cl)cc2)c(C#N)c(=O)[nH]1	-2	5	12	0	0.8	-5	-3	21	-2
Cc1cccc(N/C(N)=N/c2nc(CSc3ccc(Cl)cc3)cc(=O)[nH]2)c1	6	11	8	9	17	·	·	68*	38*
O=C(N/N=C/c1cccc(OC(=O)c2ccco2)c1)c1ccc(F)cc1	-81	6	-48	-63	5.2	-12	4	-13	2
Cc1ccccc1N1C(=O)C2ON(c3ccccc3)C(c3cccnc3)C2C1=O (configuration not stated)	22	7	10	1	-3.5	-6	-8	-16	0
COC(=O)c1cc(C)nc(Sc2ccccc2NC(C)=O)n1	8	-2	12	2	0.4	-10	-10	-23	1

Bioassay records deposited in PubChem by Sanford-Burnham Center for Chemical Genomics.
